# Screening data: PubChem BioAssay, NCI
# yeast mec2-1 = NCI yeast anticancer drug screen, S. cerevisiae mec2-1 strain. 9% of 79,000 active. growth inhibition, % at 50 µM. AID 157;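 further: 0% = growth of vehicle-only cultures of the same strain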
#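 Using mec2-1 yeast: add compound, measure growth, express inhibition versus vehicle-treated cultures.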
# yeast rad50 = NCI yeast anticancer drug screen, S. cerevisiae rad50 strain; % growth inhibition at 50 µM; 10% of 79,000 active; AID 155;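 further: 0% = growth of vehicle-only cultures of the same strain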
#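 Readout: growth inhibition relative to vehicle-treated cultures. Compound exposure was carried out in a genetically defined yeast strain deficient in DNA damage repair.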
# sgs1 mgt1 = NCI yeast anticancer drug screen, S. cerevisiae sgs1 mgt1 strain. % growth inhibition at 50 µM. 10% of 78,000 active;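 further: 0% = growth of vehicle-only cultures of the same strain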
#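 Growth of a repair-deficient yeast mutant was monitored after compound treatment and expressed as inhibition relative to vehicle-treated cultures.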
# yeast cln2 rad14 = NCI yeast anticancer drug screen, S. cerevisiae cln2 rad14 strain. % growth inhibition at 50 µM. 8.3% of 78,000 active;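 further: 0% = growth of vehicle-only cultures of the same strain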
#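 cln2 rad14 yeast strain; compound exposure; growth inhibition read vs vehicle controls.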
# yeast mlh1 rad18 = NCI yeast anticancer drug screen, S. cerevisiae mlh1 rad18 strain; growth inhibition, % at 50 µM; 11% of 79,000 active;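 further: 0% = growth of vehicle-only cultures of the same strain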
#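 Read-out is yeast growth inhibition, calculated against vehicle-only controls. The compound was applied to a strain engineered with DNA damage repair alterations.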
# yeast bub3 = NCI yeast anticancer drug screen, S. cerevisiae bub3 mutant strain | growth inhibition, % at 50 µM | AID 167 | 9.9% of 78,000 active;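 further: 0% = growth of vehicle-only cultures of the same strain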
#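 Screening used yeast with an engineered genetic alteration affecting cell cycle control. Compound-exposed cultures were compared with vehicle cultures, and reduced growth was taken as inhibition.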
# An asterisk follows results filed as active; . = not tested or not shown; & = joins results of further samples. No stated cut-off is given here; in the data, active means growth inhibition above about 70%; inactive means the rest.
structure,yeast mec2-1,yeast rad50,sgs1 mgt1,yeast cln2 rad14,yeast mlh1 rad18,yeast bub3
COC(CN(C)CC(OC)OC)OC,-20.9,-8.8,.,.,-11.8,.
Cc1ccc(P(=O)(O)O)cc1C,-7.3,-18.2,0.3,-2.1,-10.4,-7.8
O=C(O)c1cc(-c2ccc(F)cc2)nc2ccc(F)cc12,-31.4,-4.6,2.8,22.2,2.4,-7.9
O=c1[nH]c(SCc2ccccc2[N+](=O)[O-])nc2nc[nH]c12,6.4&-20.8,-22.9&-3.6,-0.5&-11.8,23.1&-12.7,-8.1&-1.9,-30.0&-10.8
N#C/C(=C(\O)C(=O)O)c1ccc(-c2cccc3ccccc23)cc1,0.6,29.6,-17.9,1.9,26.9,16.7
N#Cc1c(O)c(C=Nc2ccc(Cl)cc2)c(=O)n2c1[nH]c1ccccc12,-27.6,-36.6,-15.4,4.8,-12.4,-16.4
CCOC1NC(=O)c2ccccc21 (centres undefined),6.2,22.1,5.8,22.2,12.8,19.1
NC(Cc1ccccc1)C(=O)Nc1ccccc1 (centres undefined),-16.0,18.3,-7.3,13.3,10.5,-22.1
CC1COS(=O)N1c1ccccc1 (centres undefined),3.4,7.0,-3.0,14.2,-4.7,18.6
Nc1ccc2ccc3ccc(N)nc3c2n1,38.0,36.0,40.7,-1.8,17.1,44.1
CC(=O)OC1C(C)OC(OC(=O)C2CCC3C(C2)OC2(CC(OC(=O)/C=C/c4ccccc4)C(C)CO2)C32CO2)C(OC2OC(C)C(O)C(OC(C)=O)C2O)C1O (centres undefined),92.0*,87.9*,91.5*,88.1*,85.2*,90.2*
O=C(O)c1c[nH]c2cc(OCc3ccc4ccccc4c3)ccc2c1=O,2.5,20.2,-11.3,-2.0,6.5,-3.0
Cc1ccc(C2=Nc3c(c(C)nn3-c3ccccc3)N=C(C(=O)O)C2)cc1,82.9*,76.2*,88.4*,87.5*,59.3,83.4*
Cc1cccc(/C=N\OCCc2ccccc2)n1,80.2*,-3.0,16.6,-14.1,32.8,47.7
CCCCC#CCOC(=O)c1cc([N+](=O)[O-])cc([N+](=O)[O-])c1,98.5*,99.2*,99.8*,99.3*,98.8*,99.3*
O=C(O)C(Cl)C(Cl)c1ccc(Cl)cc1 (centres undefined),7.2,-2.6,6.2,-57.3,6.6,11.9
O=C(CCCN1CCC(Nc2ccccc2)(c2nnnn2C2CCCCC2)CC1)c1ccc(F)cc1,-16.2,-7.0,0.3,11.1,7.2,1.2
CC(=O)Nc1ccc(/C=N/Nc2ccccc2)cc1,98.8*,97.9*,98.5*,96.6*,98.7*,98.5*
N/C([S-])=N/N=c1\c(O)c(O)\c1=N/N=C(/N)[S-].[Cu+2],-6.6,-8.6,-7.0,-2.7,-12.7,-10.3
CC(C)c1cccc(C(C)C)c1NC(=O)C(=O)C(C(=O)c1ccc2ccccc2c1)C1OC(=O)c2ccccc21 (centres undefined),6.9,-30.8,-27.6,3.4,-16.0,-46.8
COC(=O)Nc1c2ccccc2c(NC(=O)OC)c2ccccc12,13.0,-7.2,19.7,-88.8,0.8,23.1
COc1ccc(N/C=C2\C(=O)CCc3c2oc2cc(Cl)c(O)c(Cl)c32)cc1,16.3,34.5,24.5,12.9,20.8,23.8
Cc1c(C(=O)O)c2cc3ccccc3cc2c(=O)n1C,-34.6,-22.1,-10.1,-40.6,-35.0,-23.9
CC/C(=N/O)C(C)C(=O)CCC(=O)Nc1ccc(Cl)cc1 (centres undefined),-7.0,-11.6,0.1,7.3,-5.7,8.2
Oc1cccc2ccc[n+](CCc3ccccc3)c12,9.2,1.4,8.7,-13.5,31.6,-5.9
COc1ccc(NC(=O)C(c2ccccc2)c2ccccc2)cc1,5.0,1.8,13.7,-12.5,-4.3,20.5
CC(C)=NNC(=O)C1CCN1C(c1ccccc1)c1ccccc1 (centres undefined),-4.5,-20.1,-2.7,-15.1,-17.4,-10.8
Cc1ccc(NCC2CNc3ccccc3N2)cc1 (centres undefined),-7.5,25.4,16.9,6.1,28.1,15.2
CC(C)NCCO,-3.0,23.1,-1.9,21.2,12.3,0.3
O=C(/C=C/c1ccccc1)c1ccc(Oc2ccccc2)cc1,-12.8,-13.2,-12.9,-39.5,-14.8,7.5
CCCCCCCCCCCC1=C(O)C(=O)C(Br)=C(O)C1=O,14.3,39.6,44.9,19.1,49.9,-9.7
CCCC1([N+](=O)[O-])CCC(C)(O)C(C(C)=O)C1 (centres undefined),-3.8,-4.3,0.9,-3.4,17.4,-4.8
COc1cc(-c2cc(=O)c3ccc(O)cc3o2)cc(OC)c1OC,-32.4,10.1,.,.,2.2,.
O=[N+]([O-])c1ccc2[nH]ncc2c1,-8.1,19.2,0.3,-3.1,13.7,8.4
NS(=O)(=O)c1ccc(NC(=S)/N=C\c2c(O)[nH]c(=O)[nH]c2=O)cc1,-16.3,-13.0,-18.3,15.7,-11.0,-12.6
CC1C=C(OC(=O)c2ccccc2)C(=O)C(n2cc(F)c(=O)n(C(=O)c3ccccc3)c2=O)O1 (centres undefined),47.3,43.2,68.7,0.1,15.6,-1.2
O=C(O)c1c(Br)c(Br)c(Br)c(Br)c1C(=O)Nc1cccc2c(O)cccc12,24.9,42.4,25.2,14.4,44.9,24.3
C1=CCOC(c2ccccc2)OC1,-43.2,-4.6,-0.8,18.9,17.6,-16.7
O=C1c2ccccc2C(=O)C2CC(c3ccccc3)=CCC12 (centres undefined),10.1,10.6,-5.8,-35.6,0.9,52.9
CCOC(=O)CCC1(C(=O)OC)C(=O)CCCCCCCC1C(=O)OC (centres undefined),-5.7,-1.9,20.3,20.6,7.3,19.4
COC(=O)c1nc(N)nc(C(=O)OC)c1C(=O)c1cc(Cl)ccc1Cl,-7.9,-8.3,-1.2,-18.2,-5.7,-6.3
CC/C(=N\NS(=O)(=O)c1ccc(C)cc1)c1cccc(OC)c1,40.6,69.6,88.8*,51.2,92.2*,36.6
CCCCN(CCCC)S(=O)(=O)c1ccc(C)cc1,29.1&15.1,26.9&23.4,12.2&29.7,-59.6&17.8,46.4&23.1,49.5&36.9
Cc1c(C)c(C(Cl)(Cl)Cl)c(C)c(C)c1Br,4.8,-0.7,-0.8,8.2,-7.3,3.6
Cc1ccc(/C=C2\N=C(N3CCOCC3)NC2=O)cc1,2.3,17.6,-26.9,-7.7,-47.5,-19.7
O=c1ccn([C@@H]2C=C(CO)[C@@H](O)[C@H]2O)c(=O)[nH]1,-18.6,-16.8,-12.2,-12.7,-16.2,-22.8
Nc1c(Cl)cc(Cl)cc1C(=O)O,-10.5,-5.0,0.3,-28.7,-16.1,-11.2
CCn1c(=S)[nH]c2sc3c(c2c1=O)CCCC3,15.8,21.5,36.5,10.2,35.2,7.8
COc1ccc2c(c1)CC/C(=C\c1ccc(OCCN(C)C)cc1)C2=O,48.8,40.2,44.8,15.4,57.0,20.4
O=C1OC(=O)c2ccc(S)c3cccc1c23,61.2,81.8*,38.6,36.7,76.0*,88.8*
CCN(CC)CCC(O)c1cccc2ccccc12 (centres undefined),0.6,-15.1,10.8,-32.5,1.8,4.6
O=S(=O)(Cl)c1cccc2cc3ccccc3cc12,-10.1,0.6,4.0,-12.9,-7.0,12.9
CCCCCCCCCC(CCCCCCCC(=O)O)NC(C)=O (centres undefined),16.6,32.3,7.5,32.5,1.1,-18.1
C=CCNC(=O)N(CCC)CCCC(NC(C)=O)C(=O)NCc1ccccc1 (centres undefined),-27.5,-9.8,-14.8,10.4,-9.7,-17.1
O=c1[nH]nnc2cc(Cl)ccc12,6.2,0.0,-4.7,-12.2,-1.3,2.0
NC(=O)c1c(Cl)nsc1Cl,-17.6,18.4,4.2,-23.6,-8.8,11.9
CCCN(CCC)CC(O)c1cc(-c2ccccc2)nc2c(Cl)cc(Cl)cc12 (centres undefined),98.2*,98.3*,98.0*,97.8*,92.2*,98.2*
O=c1[nH]c2cccnc2[nH]c1=O,-44.0,-8.0,-32.8,4.0,-2.0,-32.5
CCCCCCCCOCCS(=O)(=O)O,-18.6,13.4,-0.1,-22.6,35.8,-10.8
CCCCC1CCCCC1,6.1,31.4,13.4,20.6,27.1,33.5

# The listing continues.
canonical_smiles	yeast mec2-1	yeast rad50	sgs1 mgt1	yeast cln2 rad14	yeast mlh1 rad18	yeast bub3
O=C(c1ccccc1)N(c1ccccc1)c1ccccc1	3.8	-4.0	10.2	6.2	8.8	12.9
O=C(c1ccccc1)C(c1ccccc1)C1(O)C(=O)Nc2ccc(Br)cc21 (centres undefined)	7.3	0.9	-0.1	16.1	7.1	54.9
CNC(=O)c1ccccc1N=NN(C)C	19.4	-0.7	4.0	13.7	40.5	15.7
CCC(C)CCO (centres undefined)	19.6	6.4	-26.4	0.5	-0.5	-27.6
O=c1cc(-c2cccs2)ss1	5.2	18.4	-0.7	-34.6	25.0	13.8
CC(=O)OCc1ccc([N+](=O)[O-])o1	98.3*	96.3*	64.3	98.2*	98.0*	98.9*
CC1(CO)CCCC2(C)C3=CC(=O)CCC3=CCC12 (centres undefined)	-3.4	19.4	9.3	-2.1	17.4	-0.7
O=C1CCCC1Sc1ccccn1 (centres undefined)	-11.5	-14.4	-29.6	-8.5	-32.2	-7.2
COc1ccc(/C(N=Nc2ccccc2)=N/N=C(N)N)cc1	6.3	24.3	12.1	-2.6	8.2	36.9
COc1ccc(C2S/C(=C\c3ccccc3O)C(=O)N2NC(=O)Cc2ccccc2)cc1 (centres undefined)	-40.8	-16.6	-2.3	-55.8	-11.7	-28.2
COc1ccc2nc3cc(Cl)ccc3c(Nc3ccc(O)c(CN4CCN(C)CC4)c3)c2c1	-26.7	66.9	32.0	27.6	-2.9	-33.8
O=[N+]([O-])c1ccc(N/N=C2\CCC3CC23)c([N+](=O)[O-])c1 (centres undefined)	-15.2	1.0	-2.1	-1.4	-21.9	-0.6
Nc1nc2c(ncn2C2OCC(O)C(O)C2O)c(=O)[nH]1 (centres undefined)	-9.7	15.6	-13.8	-6.2	-2.3	0.8
S=C1NC(c2cccs2)N2C(=S)NC(c3cccs3)N12 (centres undefined)	16.1	16.7	15.8	15.5	20.9	31.6
O=C1/C(=C\c2ccc(O)cc2)CCC/C1=C/c1ccc(Cl)c(Cl)c1	27.4	-0.5	7.2	35.5	24.6	-4.8
N#Cc1ccccc1NC(=O)C(=O)c1c(O)c2ccccc2oc1=O	-6.8	-13.8	-16.1	-16.9	-25.0	-12.2
COc1ccc2oc(=N)c(C(N)=S)cc2c1	24.2	28.0	-3.5	16.8	-3.0	7.9
CCCCN1CCC(N)=NC1=O	-24.9	10.1	-9.1	9.2	-4.2	-5.6
COc1ccc(-c2cc(-c3cc(Cl)cc(Br)c3O)[nH]c(=O)n2)cc1	-0.1	32.2	18.1	16.2	19.9	-0.7
NC(N)=NC(N)=NCCS(=O)(=O)O	3.7	-12.1	-0.1	-40.5	6.7	-2.1
NC(C(=O)O)C(F)(F)C(=O)O (centres undefined)	-18.7	2.5	-2.7	-33.1	-1.1	-7.3
O=C1OC2C=CC=CN2C(=O)C1Cc1ccccc1 (centres undefined)	14.9	10.0	19.6	-19.4	48.6	25.9
Clc1cc2ncn(C3CCCO3)c2cc1Cl (centres undefined)	5.1	6.3	3.0	6.0	11.8	49.0

# In the list so far, 5 have two or more sulfur atoms.
canonical_smiles	yeast mec2-1	yeast rad50	sgs1 mgt1	yeast cln2 rad14	yeast mlh1 rad18	yeast bub3
N/C([S-])=N/N=c1\c(O)c(O)\c1=N/N=C(/N)[S-].[Cu+2]	-6.6	-8.6	-7.0	-2.7	-12.7	-10.3
NS(=O)(=O)c1ccc(NC(=S)/N=C\c2c(O)[nH]c(=O)[nH]c2=O)cc1	-16.3	-13.0	-18.3	15.7	-11.0	-12.6
CCn1c(=S)[nH]c2sc3c(c2c1=O)CCCC3	15.8	21.5	36.5	10.2	35.2	7.8
O=c1cc(-c2cccs2)ss1	5.2	18.4	-0.7	-34.6	25.0	13.8
S=C1NC(c2cccs2)N2C(=S)NC(c3cccs3)N12 (centres undefined)	16.1	16.7	15.8	15.5	20.9	31.6
